# Source: PubChem BioAssay (Johns Hopkins Ion Channel Center)
# Kir21 inh = blocks the mouse Kir2.1 inward-rectifier potassium channel | 0.85% of 310,000 active | HEK293-Kir2.1, FluxOR thallium flux fluorescence; stronger effect = lower value | P35561 | B-score at 10 µM;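 active means fluorescence ratio B-score at or below minus 3 SD of library scores, with starting-brightness B-score within 2 SD, cut at about -4.2 in these data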;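 further: channel flux triggered by added potassium and thallium sulfate stimulus; B-score of peak minus minimum fluorescence over baseline after thallium stimulus; more negative B-score means stronger Kir2.1 block with less thallium influx; some compounds called inactive have numbers as strong as hits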
# Target sequence (P35561 whole entry, looked up): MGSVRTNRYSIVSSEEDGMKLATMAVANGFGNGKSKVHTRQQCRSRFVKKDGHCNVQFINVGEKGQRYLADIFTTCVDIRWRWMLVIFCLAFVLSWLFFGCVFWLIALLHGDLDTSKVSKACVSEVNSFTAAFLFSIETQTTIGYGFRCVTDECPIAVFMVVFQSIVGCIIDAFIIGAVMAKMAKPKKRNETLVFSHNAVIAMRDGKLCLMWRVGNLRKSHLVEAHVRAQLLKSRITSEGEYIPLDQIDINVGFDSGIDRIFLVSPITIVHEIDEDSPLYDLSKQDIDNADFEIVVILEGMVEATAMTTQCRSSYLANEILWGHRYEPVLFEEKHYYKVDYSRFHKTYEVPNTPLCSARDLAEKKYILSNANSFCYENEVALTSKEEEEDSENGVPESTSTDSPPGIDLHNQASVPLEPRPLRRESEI
# KCNQ2 block = KCNQ2 potassium channel inhibitors, primary screen, cell-based, CHO-K1, FluxOR thallium flux, B-score (AID 2156). O88943. 20 min; stronger effect = lower value. B-score at 10 µM. 1.1% of 310,000 active;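 active means fluorescence ratio B-score at most minus 3 library SDs, with starting brightness B-score within 2 library SDs, cut at about -5.5 in these data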
# Numbers without * were called inactive; i = inactive.
compound	Kir21 inh	KCNQ2 block
O=C(N/N=C1\CC2CC=CC12)c1ccc(O)cc1 (stereo not drawn)	-1.4	i
S=c1[nH]nc(-c2ccncc2)n1/N=C/C=C/c1ccco1	1.1	i
CC(=O)C1=C(O)C(=O)N(CCc2ccccc2)C1c1ccccc1[N+](=O)[O-] (stereo not drawn)	0	i
CC(C)Oc1ccc(C2CC(=O)N(c3cccc(/C=C/C(=O)O)c3)C2=O)cc1 (stereo not drawn)	1.5	i
N#Cc1ccc(C(=O)OCC(=O)N2CCCC2)cc1	-0.64	i
O=C(CCCOc1ccccc1)N1CCc2ccccc2C1	-0.03	i
O=C(Nc1ccnn1C1CCN(Cc2ccc(O)c(Cl)c2)CC1)C1CCCC1	-0.91	i
COc1ccc(NC(=O)CN2CCN(CC#N)CC2)cc1	-1.9	i
CCSc1oc(-c2ccccc2)nc1S(=O)(=O)c1ccccc1	0.01	i
O=C(N/N=C/c1ccc2c(c1)OCO2)c1cc2ccccc2o1	-1.5	i
COc1ccc(-c2cn3c(n2)CCC3)cc1	-0.01	i
O=C(C1CCC(CNc2c(N3CCCCC3)c(=O)c2=O)CC1)N1CCN(C2CCCCC2)CC1 (stereo not drawn)	0.97	i
CC[C@@H](C)C(N)c1cn([C@@H](CCC(=O)O)C(=O)N2CCNCC2)nn1 (stereo partly drawn)	-1.4	i
CCN(C(=O)CN1C(=O)/C(=C/c2ccccc2)SC1=S)C1CCS(=O)(=O)C1 (stereo not drawn)	0.08	i
CCN(CC)c1ccc(/C=C(\C#N)C(=O)c2ccc(Br)cc2)cc1	-0.03	i
CCCCC(=Nc1ccc(N)cc1)C1=C(O)C(C(=O)OC)C(C)(C)CC1=O (stereo not drawn)	0.43	i
CCOC(=O)C1CCCN(c2nc3c(C)cccn3c(=O)c2/C=C(\C#N)C(=O)NCc2ccco2)C1 (stereo not drawn)	-0.5	i
CC(C)CCNC(=O)C(c1ccco1)N(Cc1ccc(F)cc1)C(=O)c1snc(C(N)=O)c1N (stereo not drawn)	-0.02	i
CC(NC(=O)CCC(=O)N1CCCCCC1)c1ccccc1 (stereo not drawn)	1.4	i
CCOC(=O)C(CC)Sc1cc(C)nc2ccc(OC)cc12 (stereo not drawn)	-3.1	i
COc1ccc(Br)cc1[C@H]1[C@@H]2C=CCC[C@@]2(C)C(=O)N1Cc1ccccc1	0.04	i
Cc1ccc(S(=O)(=O)N(C)c2ccc(C(=O)N3CCN(Cc4ccc5c(c4)OCO5)CC3)cc2)cc1	-1.7	i
CCc1cc2c(Sc3nc4ccccc4s3)ncnc2s1	-1.7	i
O=C(c1ccco1)N1CCN(c2ccc([N+](=O)[O-])cc2F)CC1	1.6	i
COc1cccc(C(=O)CSc2nc3cccnc3n2C)c1	1.4	i
CCOC(=O)c1ccc(NC(=S)Nc2cc(C)cc(C)n2)cc1	0.04	i
Nc1nc(-c2ccc(Cl)cc2)c(N=Nc2ccc(S(=O)(=O)N3CCOCC3)cc2)s1	2.2	i
COc1ccc(C2=CC(=O)CC(c3ccc(F)cc3)C2)cn1 (stereo not drawn)	-0.02	i
COc1ccc(/C=C/C(=O)Nc2cc(S(=O)(=O)N3CCOCC3)ccc2C)cc1OC	-0.58	i
Cc1ccc(NC2(C(F)(F)F)N=C(c3ccccc3)NC2=O)nc1 (stereo not drawn)	-1.1	i

# Whole records, quoted from the list:
# `CCCCC(=Nc1ccc(N)cc1)C1=C(O)C(C(=O)OC)C(C)(C)CC1=O` (stereo not drawn) is listed as Kir21 inh: 0.43; KCNQ2 block: i
# `O=C(c1ccco1)N1CCN(c2ccc([N+](=O)[O-])cc2F)CC1` is listed as Kir21 inh: 1.6; KCNQ2 block: i

# Next compounds
compound	Kir21 inh	KCNQ2 block
O=C(c1nc2ncccn2n1)N1CCN(c2ccc(F)cc2)CC1	-0.53	i
Cc1oc(-c2ccc(Cl)cc2)nc1CN1CCC(C(=O)NCCCN2CCOCC2)CC1	-4.6*	i
COc1ccc(-c2nnc3n2N=C(C)CS3)cc1	-1.2	i
CCOC(=O)c1cccc(NC(=O)COc2ccc([N+](=O)[O-])cc2)c1	1	i
Cc1ccccc1OCCNc1cc(N2CCCCC2)ccc1[N+](=O)[O-]	-0.36	i
CCOc1ccc2nc(NC(=O)c3cnccn3)sc2c1	-0.08	i
CN1CCN(C(c2cccs2)c2nnnn2Cc2ccc(F)cc2)CC1 (stereo not drawn)	-2.5	i
Cc1ccc(NC(=O)NCCSc2ccc(C)cc2)cc1	-0.94	i
O=C(COC(=O)CNC(=O)C12CC3CC(CC(C3)C1)C2)Nc1ccccc1	-0.8	i
O=[N+]([O-])c1cccc(C(O)C23CN4CN(CN(C4)C2)C3)c1 (stereo not drawn)	1.3	i
COc1ccc(S(=O)(=O)N2CCN(C)CC2)cc1C(=O)Nc1ccccc1	1.1	i
COc1ccc(CNCCc2ccc(Cl)cc2)cc1OCc1ccccc1	-6.4*	-13*
O=C(NC1CCN(C(=S)NCCc2ccccc2)CC1)C1CC1	0.72	i
COc1ccccc1N1CCN(C(=O)c2ccc(-c3ccccc3)cc2)CC1	1	i
Cc1cc(-c2ccccc2)[nH]c(=O)c1C#N	0.77	i
O=C(Cc1cccc(Cl)c1)Nc1ccc(Br)cc1	1.2	i
O=C(NC(=S)Nc1cccc(C(F)(F)F)c1)c1ccc2nonc2c1	-1.7	i
CCCc1nnc(NC(=O)CCN2C(=O)c3ccccc3C2=O)s1	1.7	i
CC(=O)N1CCOc2ccc(S(=O)(=O)Nc3cccc(C)n3)cc21	0	i
Cn1c(CC(=O)Nc2ccccc2F)nnc1SCC(=O)Nc1ccccc1Br	-0.88	i
COCCNC(=O)C(c1ccc(OC)cc1)N(Cc1ccco1)C(=O)CCC(=O)Nc1ccccn1 (stereo not drawn)	-0.04	i
C/C(=N\NC(=O)c1cc(-c2cccnc2)nc2ccccc12)c1ccc(O)cc1O	-0.06	i
COc1cccc(C(=O)Nc2cc3c(cc2N2CCCC2)n(C)c(=O)n3C)c1	0.81	i
CCOC(=O)CSc1nc2c(c(=O)[nH]c(=O)n2C)n1Cc1ccccc1	1.6	i
Cc1ccc(N(CC(=O)NCc2ccc(F)cc2)S(=O)(=O)c2cccs2)cc1	0.41	i
CN1CC2(C)OC(=O)C(Cl)=C2CC1c1ccccc1 (stereo not drawn)	0.54	i
CCN(CC)S(=O)(=O)c1cccc(-c2nnc(SCc3nnc(-c4ccccc4)o3)n2C)c1	0.31	i
COc1ccc(C/C(C)=N/NC(=O)c2ccncc2)cc1	-0.54	i
CCNC(=S)N1CCNC(=O)C1CC(=O)OC (stereo not drawn)	0.28	i
COc1ccc(OC)c2sc(N(CCN(C)C)C(=O)/C=C/c3cccs3)nc12	0.07	i
COc1cc2c(c(OC)c1OC)-c1ccc(OC)c(=O)cc1[C@@H](NC(C)=O)CC2	-0.42	i
CN1CCN(S(=O)C23CC4CC(CC(C4)C2)C3)CC1 (stereo not drawn)	0.89	i
O=C1/C(=C/c2ccccn2)SC(=S)N1N1CCOCC1	1.3	i
CC1CCCC(NC(=O)COC(=O)c2cccc(NS(=O)(=O)/C=C/c3ccccc3)c2)C1C (stereo not drawn)	1.1	i
c1ccc(Sc2ncccn2)nc1	-0.01	i
Cc1cc(C)c2c(CN3CCC(C)CC3)cc(=O)oc2c1	-1.4	i
COc1cc(CN2CCN(Cc3ccco3)CC2)cc(OC)c1	-0.93	i
CC(=O)c1cnc(Nc2nc(C)c3cc(C)c(C)cc3n2)nc1C	0.01	i
COc1ccc2cnn(-c3ccc(OC(F)(F)F)cc3)c(=O)c2c1OC	0.87	i
COc1ccc(CCC(=O)NCCS(=O)(=O)N2CCN(c3ccccc3F)CC2)cc1	-0.35	i
C/C(=N\NC(N)=S)C1(C)CCCCC1	-1.3	i
Cc1cc(C)c(S(C)(=O)=O)c(Sc2ccc(Cl)cc2)n1	0.54	i
Cc1cccc(-n2c(C)cc(/C=C3\NC(=O)NC3=O)c2C)c1	1.6	i
Cn1cc(/C=C(\C#N)C(=O)Nc2cccc([N+](=O)[O-])c2)c2ccccc21	1.8	i
CC1(C(=O)Nc2nccs2)Cc2ccccc2C(=O)O1 (stereo not drawn)	-2.1	i
COc1cc(NC(=O)C2CCCN2S(=O)(=O)c2ccc3c(c2)CC(C)N3C(C)=O)cc(OC)c1 (stereo not drawn)	-0.3	i
CCCNC(=O)c1ccccc1NC(=O)c1ccc2c(=O)n3c(nc2c1)CCC3	1.5	i
Cc1ccc(CC(=O)Nc2ccc(C(=O)N3CCCCC3)cc2)cc1	-0.24	i
COc1ccc(-c2nc(C#N)c(N3CCN(c4cccc(Cl)c4)CC3)o2)cc1OC	0.29	i
Cc1cc(CC(=O)O)c(C)cc1CC(=O)O	0.63	i
O=C(COc1ccc2ccccc2c1)N/N=C/c1ccccn1	-1.1	i
COC(=O)c1cc(C(=O)OC)cc(N2C(=O)CC(NNC(=O)c3ccc(C)cc3)C2=O)c1 (stereo not drawn)	-1.8	i
CC(C)OCCCNC(=O)C(=O)N/N=C/c1ccc(OCc2ccccc2)cc1	-0.48	i
CC(C)C1COC(c2cccn2Cc2ccccc2Cl)=N1 (stereo not drawn)	0.51	i
Cc1cc(N)n2nc(-c3ccc(C(C)(C)C)cc3)cc2n1	-0.21	i
Cc1cccc(/C=C2/C(=O)/C(=C/c3ccccc3C)C3CCC2N3C)c1 (stereo not drawn)	-0.84	i
Cc1nnc(SC(C)C(=O)Nc2ccc3c(c2)OCCO3)s1 (stereo not drawn)	0.61	i
COc1ccccc1NS(=O)(=O)c1ccc2[nH]c(=O)[nH]c2c1	-1.3	i
C=C(C)CSc1nnc(-c2cc(OC)c(OC)c(OC)c2)n1N	-0.03	i
COc1ccc(N2CCN(C(=O)CCS(=O)(=O)c3ccc(C)cc3)CC2)cc1	0.08	i

# (list continues)
compound	Kir21 inh	KCNQ2 block
COc1ccc(N2CCN(CCNC(=O)CCN3C(=O)COc4ccccc43)CC2)cc1	-0.38	i
O=C(Nc1ccccc1-c1ccccc1)c1cccs1	-0.72	i
CC(=O)N/N=C/c1cc(C)n(-c2ccc(Br)cc2)c1C	-1.2	i
CCN(c1ccccc1)S(=O)(=O)c1ccc(Cl)c(NC(=O)CSc2n[nH]c(N)n2)c1	-2.4	i
CCOC(=O)C(CC)Sc1nnc2cc(C)c3ccccc3n12 (stereo not drawn)	-2.8	i
Cc1cc(C)n(CCC(=O)N2c3ccccc3CC2C)n1 (stereo not drawn)	0.93	i
COc1ccc(CN2CCNC(=O)C2CC(=O)NC2CC(C)(C)CC(C)(C)C2)cc1OC (stereo not drawn)	0	i
CCCCCn1c(=O)[nH]c2cc(C(=O)NCc3ccc4c(c3)OCO4)ccc2c1=O	0.24	i
O=C(NC1CCCC1)C1(c2ccccc2)CCN(S(=O)(=O)c2ccccc2)CC1	-0.67	i
CC(=O)NC(Cc1cccc(C)c1)C(=O)NC1CCN(S(=O)(=O)c2ccccc2)CC1 (stereo not drawn)	-1.7	i
CC(NS(=O)(=O)c1ccc(F)cc1)C(c1cccs1)N1CCOCC1 (stereo not drawn)	-0.73	i
CCOC(=O)C1CCN(C(=O)/C=C/c2cc(OC)c(OC)c(OC)c2)CC1	0.45	i
O=Cc1ccc(Oc2ncccn2)cc1	-1.1	i
Cc1cc(O)c(C(C)C)cc1C1(c2cc(C(C)C)c(O)cc2C)OC(=O)c2ccccc21	-3.1	i
c1ccc(N2CCN(C3CCSC3)CC2)cc1 (stereo not drawn)	-1.2	i
CCN(CCCNC(=O)C1CCC(=O)N1Cc1ccc(C)cc1)c1cccc(C)c1 (stereo not drawn)	-0.01	i
Cc1sc2ncnc(N3CCCCC3C)c2c1C (stereo not drawn)	-1.4	i
Cn1nnnc1NCc1cccc(Cl)c1Cl	0.59	i
COc1ccc2c(c1)c1ncn(Cc3ccc(F)cc3)c(=O)c1n2C	-0.61	i
O=C(O)CSc1ccnc2cc(Cl)ccc12	0.45	i
COc1cc(C(=O)Nc2cc(C)ccn2)cc(OC)c1OC	-0.84	i
CCc1noc(C)c1C(=O)OCC(=O)N(CC)c1c(N)n(Cc2ccccc2)c(=O)[nH]c1=O	2	i
COc1ccccc1C(=O)Nc1ccnn1C1CCN(Cc2cn(C)c3ccccc23)CC1	0.12	i
CCOC(=O)c1c(C)oc2ccc(OCC(=O)N(CC)CC)cc12	-0.42	i
C=CCNC(=O)c1csc(-c2ccccc2)n1	0.38	i
COc1cc2ccccc2cc1C(=O)Nc1ccc(Cl)cn1	2.2	i
Cc1nn(C)c(=O)n1N(C)c1ncc(C(F)(F)F)cc1Cl	-0.08	i
COc1cc(/C=N/Nc2ccccc2)ccc1O	0.78	i
COc1cccc(S(=O)(=O)NCc2ccc(C(=O)Nc3ccc(C)cc3)cc2)c1	-0.79	i

# Reformatted with values ahead of the structure: entries from further up
Kir21 inh	KCNQ2 block	canonical_smiles
-1.2	i	c1ccc(N2CCN(C3CCSC3)CC2)cc1 (stereo not drawn)
-0.01	i	CCN(CCCNC(=O)C1CCC(=O)N1Cc1ccc(C)cc1)c1cccc(C)c1 (stereo not drawn)
-1.4	i	Cc1sc2ncnc(N3CCCCC3C)c2c1C (stereo not drawn)
0.59	i	Cn1nnnc1NCc1cccc(Cl)c1Cl
-0.61	i	COc1ccc2c(c1)c1ncn(Cc3ccc(F)cc3)c(=O)c1n2C
0.45	i	O=C(O)CSc1ccnc2cc(Cl)ccc12
-0.84	i	COc1cc(C(=O)Nc2cc(C)ccn2)cc(OC)c1OC
